High-throughput results deposited in PubChem BioAssay by Sanford-Burnham Center for Chemical Genomics.
697 NFkB inh – inhibitors of PMA/ionomycin-induced NF-kB reporter, 697 cells, primary screen, B-cell NF-kB inhibitor project, cell-based, luminescence, uHTS; actives 0.33% (n = 330,000); AID 435022, 2010; inhibition, % at 4 µM; 697 B-cell NF-kB luciferase reporter, 16 h; in the data active = inhibition above about 35%
Jurkat NFkB inh – inhibitors of induced NF-kB luciferase reporter, primary screen, TCR NF-kB activation inhibitor project, cell-based, luminescence, uHTS. inhibition, % at 4 µM. AID 435003, 2010. Jurkat, PMA/ionomycin-induced NF-kB luciferase reporter. actives 0.53% (n = 330,000)
CCR6 antagonist – CCR6 receptor antagonists, primary screen, cell-based, CHO-K1, luminescence, beta-arrestin, uHTS | CHO-K1 CCR6 PathHunter beta-arrestin, CCL20-stimulated | C-C chemokine receptor type 6 (Homo sapiens), P51684 | actives 0.49% (n = 340,000) | inhibition, % at 20 µM | AID 493098, 2011;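 active = compounds whose inhibition of the agonist-driven luminescence signal at 20 µM reaches about 50%, limit read from the data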;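 note: cells stimulated with CCL20 at 14 nM final; plate controls were DMSO with CCL20 for no effect and DMSO without agonist for full effect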
Target sequence (P51684 whole entry, looked up): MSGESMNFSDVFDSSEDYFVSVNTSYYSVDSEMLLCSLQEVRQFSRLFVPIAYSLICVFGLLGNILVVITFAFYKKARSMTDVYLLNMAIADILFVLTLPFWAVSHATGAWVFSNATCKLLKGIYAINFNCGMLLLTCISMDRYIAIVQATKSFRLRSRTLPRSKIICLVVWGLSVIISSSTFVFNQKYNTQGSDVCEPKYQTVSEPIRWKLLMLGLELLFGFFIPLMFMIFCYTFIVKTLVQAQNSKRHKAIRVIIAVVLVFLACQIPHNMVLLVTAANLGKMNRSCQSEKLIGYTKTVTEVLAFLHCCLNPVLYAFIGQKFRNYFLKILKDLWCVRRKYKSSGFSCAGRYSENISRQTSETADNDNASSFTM
EBI2 antag – EBI2 receptor antagonists, beta-arrestin recruitment, primary screen, cell-based, luminescence, 7a,25-OHC stimulation, uHTS. 7a,25-OHC stimulated. AID 651636, 2012. G-protein coupled receptor 183 (Homo sapiens), P32249. inhibition, % at 5 µM. actives 0.81% (n = 360,000); in the data active = inhibition above about 38%;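 note: enzyme fragment complementation signal reports receptor beta-arrestin coupling in cells; 0% = agonist plus DMSO wells and 100% = wells without agonist; some results beyond the cut were filed as inactive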
SENP8 block – SENP8 protease inhibitors, primary screen, biochemical, luminescence; Sentrin-specific protease 8 (Homo sapiens), Q96LD8; actives 1.2% (n = 330,000); inhibition, % at 10 µM; purified SENP8, Z-RLRGG-aminoluciferin cleavage
Target sequence (Q96LD8 whole entry, looked up): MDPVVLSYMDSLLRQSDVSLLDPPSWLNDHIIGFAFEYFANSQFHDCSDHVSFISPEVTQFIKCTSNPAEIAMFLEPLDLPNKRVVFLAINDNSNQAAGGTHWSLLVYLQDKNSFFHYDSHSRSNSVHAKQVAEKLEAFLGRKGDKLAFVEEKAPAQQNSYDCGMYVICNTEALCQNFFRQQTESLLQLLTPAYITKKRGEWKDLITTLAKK
UBC13 polyUb – UBC13 polyubiquitin chain formation inhibitors, primary screen, biochemical, TR-FRET, uHTS; Ubiquitin-conjugating enzyme E2 N (Homo sapiens), P61088; inhibition, % at 20 µM; actives 0.47% (n = 330,000); AID 485273, 2010; in the data active = inhibition above about 45%, passing the limit was not always enough; inconclusive = no clear call, values can overlap the other calls
Target sequence (P61088 whole entry, looked up): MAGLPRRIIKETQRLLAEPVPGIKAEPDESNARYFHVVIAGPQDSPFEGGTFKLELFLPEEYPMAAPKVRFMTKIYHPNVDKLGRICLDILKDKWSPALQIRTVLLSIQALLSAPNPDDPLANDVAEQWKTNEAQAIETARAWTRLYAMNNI
Gli-Sufu block – Gli-Sufu pathway antagonists, primary screen, luciferase luminescence, Sufu-KO-LIGHT cells, uHTS. Sufu-KO-LIGHT fibroblasts, Gli luciferase reporter luminescence. inhibition, % at 5 µM. actives 0.74% (n = 340,000);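 active = inhibition above about 55%, limit read from the data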;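 note: 0% = DMSO-treated cells and 100% = wells with medium but no cells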
Apaf1 inhib – inhibitors of human Apaf-1 apoptosome, primary screen, biochemical, DEVD-Rh110 fluorescence, uHTS. Apoptotic protease-activating factor 1 (Homo sapiens), O14727. actives 0.71% (n = 330,000). AID 489030, 2010. reconstituted apoptosome caspase-3 activity. inhibition, % at 20 µM; active = inhibition of at least 40% at 20 µM;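 note: plate controls were DMSO wells for no effect and DEVD-CHO caspase inhibitor wells for full effect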
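System: Apoptosome proteins | Medium: Hepes pH 7.5 with detergent and BSA | Also added: Cytochrome c trigger plus (Z-DEVD)2-Rh110 caspase-3 substrate | Incubation: 30 min compound preincubation, 50 min activation, room temperature | Detection: Rhodamine 110 fluorescence at Ex 480/Em 540 nm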
Starred values were filed as active, the others as inactive; ? = inconclusive. Cut-off read from the data, not from the text of the source, unless noted: active = inhibition above about 50%; inactive = the rest. An excerpt (hit frequency here may not be typical).

structure	697 NFkB inh	Jurkat NFkB inh	CCR6 antagonist	EBI2 antag	SENP8 block	UBC13 polyUb	Gli-Sufu block	Apaf1 inhib
COc1ccc(N2CCN(S(=O)(=O)c3cc4c(cc3C)N(C(C)=O)CCO4)CC2)cc1	10	-2	-5	1	-1	4	-2	4
Cc1cccc(N(C)S(=O)(=O)c2ccc3c(c2)CCC(=O)N3)c1	10	-11	9	3	11	5	-2	-15
CC(C)c1ccc(C(=O)NC(=S)Nc2ccc3[nH]c(=O)[nH]c3c2)cc1	18	-2	18	25	0	-7	2	-21
CCOc1ccc(-n2nc3c(=O)[nH]nc(C)c3c2C)cc1	15	5	1	-11	-6	7	14	0
C=CCn1c(N)cc(=O)nc1SCC(=O)N(c1ccccc1)c1ccccc1	17	-1	2	-6	3	4	-8	-5
O=C(O)C1CCCN1C(=O)Nc1ccc(Cl)cc1 (centres undefined)	0	-4	-2	-1	-12	-12	0	-3
Cc1ccccc1COCCN1CCN(S(=O)(=O)c2ccccc2)CCC1=O	-10	-21	12	1	4	2	1	-5
CC(C)C[C@H](NC(=O)Nc1ccccc1F)C(=O)O	34	10	5	9	-8	2	-18	0
O=S(=O)(c1ccc(F)cc1)N1CCCC1	8	-5	4	8	-2	-5	22	4
CCCCCOC(=O)Nc1nnc(CCCCC)s1	-1	-8	10	4	1	10	5	8
CC(=O)c1c(C)cc(C)c(CSc2ccccn2)c1C	-36	-3	18	-10	-6	-6	-4	-5
COCc1c(C(=O)N/N=C\c2cccs2)nnn1-c1nonc1N	17	0	-9	-7	4	3	27	-4
O=C(CN1C(=O)COc2ccccc21)N1CCCC1	-10	-2	-14	2	2	8	-1	3
Cc1cc(NC(=O)Cn2c(=O)oc3ccccc32)no1	7	20	1	0	-1	3	2	-3
COCCN(C(=S)Nc1ccccc1OC)C(C)c1cccs1 (centres undefined)	22	8	11	-5	-2	7	7	12
Cc1ccc(Cl)cc1N1CCN(C(=O)C2CCN(S(=O)(=O)c3c(C)nn(C)c3C)CC2)CC1	-23	-3	-6	11	-7	4	34	32
Cc1ccc(N2C(=O)C3CCC(C)(C2=O)C3(C)C)cc1C (centres undefined)	-1	-7	-3	1	8	-7	-4	-8
Cc1cc(NC(=O)CCC(=O)N(c2ccccc2)C(C(=O)NC2CCCC2)c2ccccc2)no1 (centres undefined)	14	0	-10	-1	-7	-8	8	7
CCOC(=O)Cc1cc(OC)c(OC)cc1Cc1cc(OC)c(OC)cc1CC(=O)OCC	5	2	14	-6	-13	-10	-3	4
Cc1csc(=O)n1CC(=O)OCC(=O)c1c(N)n(C)c(=O)n(C)c1=O	14	8	0	0	0	1	-4	4
CC(=O)Nc1cccc(NC(=O)Nc2ccc(C)c(Cl)c2)c1	-3	-34	17	5	-2	6	-39	5
Cn1c(=O)cc(OCC(=O)N2CCN(c3ccccc3F)CC2)c2ccccc21	12	10	2	2	1	3	3	3
Cc1c(N(C(=O)Cc2cccs2)C2(C(=O)NC3CCCC3)CCCCC2)c(=O)n(-c2ccccc2)n1C	9	5	2	-5	2	-7	20	-6
CCn1c(CNC(=O)c2ccco2)nnc1SCC(=O)Nc1cc(C(F)(F)F)ccc1Cl	12	-10	2	-4	2	12	10	-11
CC(=O)c1ccc(N2CCN(C(=O)/C=C/c3ccc(S(=O)(=O)NCc4ccco4)cc3)CC2)cc1	-11	19	6	3	-2	-10	25	-3
Cc1[nH]n(-c2ccc(Cl)cc2)c(=O)c1N=Nc1cccnc1	-27	-51	39	11	-7	-21	-43	23
COc1cc(NC(=O)COC(=O)CO/N=C(\C)c2ccc3c(c2)OCO3)cc(OC)c1OC	8	-7	14	-4	-6	4	1	5
CC1=NCCN1CCNC(=O)Nc1ccc(C(C)(C)C)cc1	-7	4	5	-3	3	6	8	-17
Cc1ccc(NC(=O)CC(C)c2ccccc2)cc1S(=O)(=O)N1CCOCC1 (centres undefined)	3	13	3	-1	11	7	8	-1
Nc1nc(Cl)cc(N2CCOCC2)n1	6	-15	-3	5	-9	3	-1	-1

Seven neighbouring entries from above:
structure	697 NFkB inh	Jurkat NFkB inh	CCR6 antagonist	EBI2 antag	SENP8 block	UBC13 polyUb	Gli-Sufu block	Apaf1 inhib
CCn1c(CNC(=O)c2ccco2)nnc1SCC(=O)Nc1cc(C(F)(F)F)ccc1Cl	12	-10	2	-4	2	12	10	-11
CC(=O)c1ccc(N2CCN(C(=O)/C=C/c3ccc(S(=O)(=O)NCc4ccco4)cc3)CC2)cc1	-11	19	6	3	-2	-10	25	-3
Cc1[nH]n(-c2ccc(Cl)cc2)c(=O)c1N=Nc1cccnc1	-27	-51	39	11	-7	-21	-43	23
COc1cc(NC(=O)COC(=O)CO/N=C(\C)c2ccc3c(c2)OCO3)cc(OC)c1OC	8	-7	14	-4	-6	4	1	5
CC1=NCCN1CCNC(=O)Nc1ccc(C(C)(C)C)cc1	-7	4	5	-3	3	6	8	-17
Cc1ccc(NC(=O)CC(C)c2ccccc2)cc1S(=O)(=O)N1CCOCC1 (centres undefined)	3	13	3	-1	11	7	8	-1
Nc1nc(Cl)cc(N2CCOCC2)n1	6	-15	-3	5	-9	3	-1	-1

7 compounds from above, limited to Gli-Sufu block:
smiles	Gli-Sufu block
Cc1cc(NC(=O)Cn2c(=O)oc3ccccc32)no1	2
COCCN(C(=S)Nc1ccccc1OC)C(C)c1cccs1 (centres undefined)	7
Cc1ccc(Cl)cc1N1CCN(C(=O)C2CCN(S(=O)(=O)c3c(C)nn(C)c3C)CC2)CC1	34
Cc1ccc(N2C(=O)C3CCC(C)(C2=O)C3(C)C)cc1C (centres undefined)	-4
Cc1cc(NC(=O)CCC(=O)N(c2ccccc2)C(C(=O)NC2CCCC2)c2ccccc2)no1 (centres undefined)	8
CCOC(=O)Cc1cc(OC)c(OC)cc1Cc1cc(OC)c(OC)cc1CC(=O)OCC	-3
Cc1csc(=O)n1CC(=O)OCC(=O)c1c(N)n(C)c(=O)n(C)c1=O	-4

A second format for some results above:
Values run as follows: 697 NFkB inh	Jurkat NFkB inh	CCR6 antagonist	EBI2 antag	SENP8 block	UBC13 polyUb	Gli-Sufu block	Apaf1 inhib
- CC1=NCCN1CCNC(=O)Nc1ccc(C(C)(C)C)cc1
 : -7	4	5	-3	3	6	8	-17
- Cc1ccc(NC(=O)CC(C)c2ccccc2)cc1S(=O)(=O)N1CCOCC1 (centres undefined)
 : 3	13	3	-1	11	7	8	-1

New compounds follow
structure	697 NFkB inh	Jurkat NFkB inh	CCR6 antagonist	EBI2 antag	SENP8 block	UBC13 polyUb	Gli-Sufu block	Apaf1 inhib
S=c1nc(COc2ccccc2)[nH]c2ccccc12	-50	-27	14	-2	-16	?	-4	10
COc1ccccc1OC(C)C(=O)NNC(=S)NC1CCCC1 (centres undefined)	-5	12	9	-2	5	4	0	0
COC(=O)c1ccc(COC(=O)CNC(=O)CNC(=O)c2ccc(C)cc2)cc1	-11	10	9	0	-2	-4	-5	-10
Cc1cc(C)n2nc(S(=O)(=O)Nc3c(Cl)cccc3Cl)nc2n1	7	-8	-1	-8	3	2	4	-1
C#CCN1C(=O)C(O)(CC(=O)c2ccc3c(c2)OCCO3)c2ccccc21 (centres undefined)	17	3	-2	10	6	4	-1	-6
CCCCCC(=O)NNC(=O)c1ccc(-c2ccccc2)cc1	-15	-13	11	-4	-6	-4	-11	6
Cc1cc(F)ccc1S(=O)(=O)Nc1ccccc1C(=O)Nc1ncn[nH]1	-12	1	-10	8	-3	-2	-29	15
N#C/C(=C/c1ccco1)c1nc2ccccc2s1	-235	-23	10	11	86*	-10	-57	-8
CCN(CC)C(=O)CSc1nnc2nnc3cc(OC)ccc3n12	4	13	-1	-2	-5	-35	7	-12
Cc1ccc(OCCC(=O)N(CC(=O)Nc2ccccc2C(F)(F)F)Cc2ccco2)cc1	-5	10	5	8	4	-4	4	17
Cc1ccc(C)c(S(=O)(=O)Nc2cccc(-n3cnnn3)c2)c1	-10	-1	6	-3	-15	0	-23	3
CCOc1c(Br)ccc2c1sc1nc[nH]c(=O)c12	9	6	-10	-4	-2	2	-4	-2
Cc1cs/c(=N\N=C\c2cccc([N+](=O)[O-])c2)n1Cc1ccco1	-4	-21	23	17	-8	-6	-7	9
O=C(CCl)Nc1ccc2c(c1)OCO2	14	5	0	5	-1	1	11	-5
CC(C)(C)NS(=O)(=O)c1ccc(NC(=O)C2CCCCC2)cc1	-13	1	10	-3	2	-6	-8	-2
COCCn1c(C)cc(C(=O)COC(=O)/C=C/c2ccc(OC)cc2OC)c1C	4	6	9	4	-5	0	2	13
COc1ccc(C(=O)OCC(=O)NCCCc2ccccc2)cc1OC	2	-18	14	-7	2	6	1	2
COc1ccc([N+](=O)[O-])cc1NC(=O)c1csc(C)c1	-21	-14	-11	-8	-23	-6	-11	7
CCCCC[n+]1ccn(C2=C([O-])c3ccccc3C(=O)/C2=N\S(=O)(=O)c2ccc(Br)cc2)c1	4	4	5	-13	16	-115	44	61*
COc1cccc(OC)c1OCCNC(C)(C)C	-12	-19	-3	-1	-9	-6	8	0
Cc1c(NC(=O)c2cccc(NC(=O)COc3ccccc3C#N)c2)c(=O)n(-c2ccccc2)n1C	11	23	8	-2	-5	-2	-39	-3
CCCC(CCC)C(=O)Nc1ccc2c(c1)N(C(=O)CN1CCN(C)CC1)c1ccccc1CC2	19	7	6	20	-6	12	24	13
COc1ccc(CCNC(=O)C2CCN(S(=O)(=O)c3cc(OC)ccc3OC)CC2)cc1	11	3	6	4	-1	12	16	-5
COc1ccc(-n2ncc3c(N4CCCCC4)ncnc32)cc1	-26	15	8	-8	93*	16	56*	4
CC(C)CCNC(=O)CN(C(=O)Cn1nnc(-c2ccccc2F)n1)c1cccc2c1CCCC2	9	-11	-6	25	9	1	7	28
CCCNC(=O)C1(S(=O)(=O)c2ccccc2)CC=CC1	-4	-27	1	-2	-3	2	0	-9
